EPAC1 antag – qHTS for Antagonist of cAMP-regulated guanine nucleotide exchange factor 3 (EPAC1): primary screen. Rap guanine nucleotide exchange factor 3 (Homo sapiens), O95398. EPAC1 GEF assay, Rap1b-BODIPY-GDP exchange fluorescence. Potency, µM (series often up to 115 µM), for the others: top-dose activity change, negative = inhibition, most hits filed as inhibitors. 0.14% of 360,000 active. AID 720709, 2013;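 also: potency is read from the fitted curve at half-maximal effect; plate controls were vehicle for no effect and positive control for full effect; nearly all actives have a fitted effect of over 50% in size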
Abeta rescue – qHTS for compounds that reverse cellular toxicity of Amyloid beta (A-beta) peptide in yeast: Primary Screen; yeast expressing A-beta42, growth rescue, OD600, 48 h; response scale: 0% DMSO, 100% iron-clioquinol control; 0.063% of 410,000 active; Potency, µM (highest dose often 46.1 µM), for the others: top-dose growth rescue, usual class: activators; also: potency is read from the fitted curve at half-maximal effect; nearly all actives have a fitted effect of over 55% in size
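Yeast growth medium received pinned compounds, then yeast cells expressing toxic A-beta were added; plates incubated at 30 C for 48 hr. Growth read as absorbance at 600 nm, normalized to DMSO and equimolar FeCl3 plus clioquinol controls.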
WRN inhibitor – qHTS for Inhibitors of WRN Helicase | WRN helicase unwinding, fluorescent forked duplex, kinetic | Potency, µM (doses to about 114 µM), for the others: at the top dose activity change, negative = inhibition, actives largely listed as inhibitors | AID 651768, 2012 | 0.46% of 360,000 active; also: potency is read from the fitted curve at half-maximal effect; % is scaled to controls: 0 for no effect and ±100 for the full control effect; nearly all actives have a fitted effect of over 55% in size
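Screening of the MLSMR collection measured strand separation of a quenched forked DNA duplex (100 nM) by 20 nM WRN with 2 mM ATP, all final. Compounds were preincubated with enzyme 15 min at room temperature.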
PLK1 PBD block – qHTS for Inhibitors of PLK1-PDB (polo-like kinase 1 - polo-box domain): Primary Screen; Plk1 PBD binding of FITC phosphopeptide, fluorescence polarization; Serine/threonine-protein kinase PLK1 (Homo sapiens), P53350; 2.8% of 360,000 active; Potency, µM, for the others: max response, negative = inhibition, actives largely listed as inhibitors; also: potency is read from the fitted curve at half-maximal effect; series mostly up to about 57 µM; % is scaled to controls: 0 for no effect and ±100 for the full control effect; nearly all actives have a fitted effect of over 65% in size
Target sequence (P53350 whole entry, looked up, the tested form may be a part): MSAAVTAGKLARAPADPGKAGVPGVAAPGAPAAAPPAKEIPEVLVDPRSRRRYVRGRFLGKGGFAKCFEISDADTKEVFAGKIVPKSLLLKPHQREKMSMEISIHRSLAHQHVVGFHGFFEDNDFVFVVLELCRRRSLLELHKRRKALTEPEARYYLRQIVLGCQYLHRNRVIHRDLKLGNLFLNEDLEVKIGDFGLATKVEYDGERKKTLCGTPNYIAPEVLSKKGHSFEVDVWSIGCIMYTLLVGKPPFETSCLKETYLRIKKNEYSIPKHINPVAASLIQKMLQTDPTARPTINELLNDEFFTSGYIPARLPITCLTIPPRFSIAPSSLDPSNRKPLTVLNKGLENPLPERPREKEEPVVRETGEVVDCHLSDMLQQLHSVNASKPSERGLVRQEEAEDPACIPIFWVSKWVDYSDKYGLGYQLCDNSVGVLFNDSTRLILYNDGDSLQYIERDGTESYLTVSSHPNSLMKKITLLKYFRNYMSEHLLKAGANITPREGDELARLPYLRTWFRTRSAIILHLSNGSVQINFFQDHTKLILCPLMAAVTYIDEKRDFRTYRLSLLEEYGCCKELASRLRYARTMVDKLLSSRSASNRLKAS
FUS yeast rescue – qHTS for Suppressors of FUS Proteinopathy: Primary screen using FUS-linked yeast assay. AID 1347120, 2019. S. cerevisiae FUS-expressing, growth rescue, OD600, 24 h. 0.24% of 390,000 active. Potency, µM (doses to about 76.6 µM), without a hit: top-dose growth rescue (activation), actives largely listed as activators;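 also: potency is read from the fitted curve at half-maximal effect; plate controls were DMSO vehicle for no effect and reference control for full effect; nearly all actives have a fitted effect of over 55% in size; some results filed as inactive show a strong effect at the top dose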
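Galactose (2%) drives FUS expression in yeast precultured in raffinose; seeding density OD 0.005. Test compounds incubated 24hr at 30C and 99% humidity before absorbance at 600 nm was measured.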
PI5P4K alpha inh – qHTS for Inhibitors of phosphatidylinositol 5-phosphate 4-kinase (PI5P4K) | PI5P4Kalpha enzyme, ADP-Glo luminescence, 60 min; hits give low values | max response, % | 1.2% of 330,000 active; active = max response of -50% or lower; inconclusive = between -30% and -50%; inactive = -30% or higher; also: value at the top dose of about 77 µM; % is scaled to controls: 0 for no effect and ±100 for the full control effect
Target sequence (P48426 whole entry, looked up): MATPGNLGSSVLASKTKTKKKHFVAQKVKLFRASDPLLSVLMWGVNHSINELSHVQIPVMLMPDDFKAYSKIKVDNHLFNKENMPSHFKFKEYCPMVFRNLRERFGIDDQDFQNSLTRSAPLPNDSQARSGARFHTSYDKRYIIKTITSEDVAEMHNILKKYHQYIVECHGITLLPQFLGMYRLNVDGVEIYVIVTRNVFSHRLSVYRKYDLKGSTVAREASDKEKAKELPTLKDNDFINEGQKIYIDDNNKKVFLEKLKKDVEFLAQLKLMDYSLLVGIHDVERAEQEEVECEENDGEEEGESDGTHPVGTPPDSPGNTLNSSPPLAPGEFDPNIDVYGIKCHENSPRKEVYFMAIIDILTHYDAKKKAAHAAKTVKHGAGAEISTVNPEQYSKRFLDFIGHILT
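ADP-Glo luminescence end-point after a 60 min room-temperature kinase reaction. PI5P4Kalpha and substrate in HEPES pH 7.4 buffer with EGTA, 0.1% CHAPS and 5% DMSO; ATP at 5 microM final.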
IL2 activator – qHTS of IL-2 Activators | activation, % (series mostly up to about 46 µM) | IL-2 activation reporter assay, cell-based qHTS; stimulated with anti-CD3/CD4/CD28 beads; in transgenic mouse T cells | 0.065% of 360,000 active | AID 652025, 2013; in the data active = activation above about 50%; inconclusive = mostly about 30% to 49%; also: 0% is about no effect
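Unstimulated transgenic mouse T cells, 750 per well, received compound and, after 60 minutes, anti-CD3/anti-CD4 bead plus anti-CD28 stimulation. EGFP and DsRed were quantified after 18 hours.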
EPAC1 agonist – qHTS for Agonist of cAMP-regulated guanine nucleotide exchange factor 3 (EPAC1): primary screen. Potency, µM (top dose mostly 154 µM), for inactives: at the highest dose activation, hits mostly activators. EPAC1 agonist qHTS, biochemical assay; response scale: 100% = response to 6.5 mM cAMP. Rap guanine nucleotide exchange factor 3 (Homo sapiens), O95398. 0.073% of 360,000 active. AID 720707, 2013; also: potency is read from the fitted curve at half-maximal effect; nearly all actives have a fitted effect of over 60% in size
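EPAC1 100 nM, Rap1B–BODIPY-GDP 250 nM, unlabeled GDP 50 uM; compound titration; 5 min RT; kinetic read ex480/em540 at 5-min intervals ×30 min; data normalized to 6.5 mM cAMP agonist control.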
Starred values were filed as active, the others as inactive; ? = inconclusive; . = no result given; & = joins results of further samples; [ ] = dose if it differs, or a comment. Unless noted, calls follow the shape of the dose curve; as a rule, active = well fitted curve in the direction sought with a large enough effect; inconclusive = small, poorly fitted or top-dose-only effect, or another doubt; inactive = no such curve, though single readings can be large; an effect the other way counts as inactive or inconclusive. No enrichment for hits. About 4.1% of those tested had a hit in this group.

SMILES	EPAC1 antag	Abeta rescue	WRN inhibitor	PLK1 PBD block	FUS yeast rescue	PI5P4K alpha inh	IL2 activator	EPAC1 agonist
CC(=O)NC(=O)NC1OC(=O)C(Cl)=C1Cl (stereo unspecified)	1%	8%	-35%	?	11%	-15	-2.4	-1%
Cc1cccc(NC(=O)c2cc(NC(=O)c3ccco3)ccc2N2CCCCC2)c1	-2%	3%	-4%	1%	-14%	.	-1.3	2%
COC(=O)c1c(C)oc2ccc(N(C(=O)Oc3ccccc3)S(=O)(=O)c3ccc(Cl)c([N+](=O)[O-])c3)cc12	1%	7%	-13%	-7%	.	?	-0.6	-3%
Cc1ccc(S(=O)(=O)NCC(=O)NC2CC2)cc1	8%	1%	-1%	-5%	-2%	-3	-2.9	12%
O=C1OCCC1Sc1nnc(-c2ccco2)o1 (stereo unspecified)	-10%	11%	-1%	-4%	-7%	0	-0.7	18%
C=CCn1c(SCC(=O)Nc2nccs2)nnc1-c1cc2cccc(OC)c2o1	-13%	3%	-7%	-4%	44%	.	2.2	3%
C[C@H](CO)N1C[C@H](C)[C@@H](CN(C)S(=O)(=O)c2cn(C)cn2)Oc2ccc(NC(=O)C3CCCCC3)cc2C1=O	-4%	-5%	5%	-10%	2%	-2	0.4	-3%
Cc1ccc(Cn2c(=N)c(S(=O)(=O)c3ccc(C)cc3)cc3c(=O)n4ccccc4nc32)cc1	7%	.	-1%	-21%	0%	0	1.0	8%
COc1ccc(/C=C2\SC(=O)N(CCc3nnc(N)s3)C2=O)cc1	-20%	2%	-28%[57.1 µM]	-23%	10%	?	0.2	12%
CCCCC[C@@H](/C=C/C1C(=O)C=C[C@H]1C/C=C\CCCC(=O)OC)OC(C)=O (stereo partly specified)	?	-14%	-17%	-22%	18%	-9	-0.7	-26%
COc1ccc(C(=O)NCC(=O)OCC(=O)N2CCCc3ccccc32)cc1	9%	2%	-16%[57.1 µM]	-1%	11%	1	-1.6	-3%
COc1cc2c(c(OC)c1OC)-c1ccc(OC)c(=O)cc1[C@@H](NC(C)=O)CC2	1%	-5%	-1%	-7%	-23%	-1	0.0	6%
Cc1nn(C)cc1CN1CCC(n2nccc2NC(=O)CCCc2ccccc2)CC1	-4%	2%	-9%	-6%	2%	6	-1.4	-4%
CC1=CC(C)[C@H](/C=N/n2c(=O)[nH]c3c([nH]c4ccc(C)cc43)c2=O)C(C)C1 (stereo partly specified)	1%	-2%	0%	-5%	5%	-15	-0.3	-6%
COC(CNC(=O)c1ccc(N2CCc3ccccc32)c([N+](=O)[O-])c1)OC	1%	6%	-9%	0%	.	0	-0.3	-2%
O=[n+]1c2c(n([O-])c3cc(F)c(N4CCCC4)cc31)CCCC2	22%	-23%	?	-29%	18%	-1	3.4	42%
CC1(C)NC(=O)N(CC(=O)N2CCN(S(=O)(=O)c3ccccc3F)CC2)C1=O	-20%	1%	0%	-13%	-6%	5	0.4	-4%
COc1ccc(/C=C/C(=O)c2ccc(OC)cc2OC)c(OC)c1	-17%	-20%	-12%	-5%	?	2	-0.6	-10%
O=C(/C(=C/c1ccncc1)n1ccnc1)c1ccc(Cl)cc1Cl	-6%	-1%	-16%	27µM*	27%	-2	-0.8	-5%
CCc1ccc(C(C)NC(=O)Cn2cnc3c(=O)n(C)c(=O)n(C)c32)cc1 (stereo unspecified)	-1%	-5%	4%	-11%	23%	.	1.2	6%
COc1ccc(Br)cc1CN(C)CC(=O)Nc1cc([N+](=O)[O-])ccc1OC	-19%	-13%	-6%	1%	15%	-5	-0.1	0%
COC(=O)CNC(=O)C1CCN(S(=O)(=O)c2cccc3nsnc23)CC1	-17%	-8%&-21%	7%	3%	-12%&-10%	-2	0.0	-22%
N#Cc1ccccc1OCC(=O)Nc1nnc(C2CC2)s1	-3%	-3%	4%	-15%	26%	-2	0.2	-11%
Cc1cccc(NS(=O)(=O)c2cccc(C(=O)NCC(C)(C)N3CCOCC3)c2)c1	-8%	9%	-23%	-7%	.	4	-1.4	-8%
CCN1CCN(CCn2c(=S)[nH]c3ccccc3c2=O)CC1	5%	15%	-7%	-2%	-29%	1	0.2	-2%
Cc1cccc(OCC(=O)OCC(=O)c2c(N)n(C)c(=O)n(C)c2=O)c1	5%	-8%	9%	-12%	10%	-7	-0.6	8%
c1cncc(Nc2nc(-c3ccncc3)cs2)c1	12%	12%	-9%	-1%	4%	.	-1.5	-6%
Cc1cc(C(=O)Nc2ccccc2Cl)n(-c2ccccc2)n1	-6%	5%	1%	3%	22%	-2	1.4	-3%
COc1ccc(C(=O)CN2C(=O)c3ccccc3C2=O)cc1	7%	-9%	-11%	-2%	1%	4	0.7	1%
COc1ccc(CCNC(=O)CC2SC(=NCCc3ccccc3)NC2=O)cc1OC (stereo unspecified)	5%	4%	3%	-20%	37%	-14	-1.9	14%
COC(=O)[C@@]1(Cc2ccc(F)cc2)[C@H]2c3cc(C(=O)N(C)C)n(Cc4cc(F)cc5c4OCOC5)c3C[C@H]2CN1C(=O)c1ccccc1	-13%	6%	-8%	-7%	?	-3	-0.9	-7%
O=S(=O)(c1ccc(Br)s1)N1CCN(CCc2ccccc2)CC1	-13%	-8%	2%	-3%	7%	3	0.7	4%
COc1cc(OC)cc(-c2cc3nc(C)c(CCC(=O)Nc4nc(C)cs4)c(C)n3n2)c1	-2%	-5%	0%	-2%	-16%	2	-1.7	-5%
Cc1cc(C)cc(N(C(=O)CNC(=O)c2cccs2)C(C(=O)NC2CCCC2)c2cccnc2)c1 (stereo unspecified)	11%	9%	1%	0%	4%	.	1.2	-2%
CCCCC(=O)N/N=C(/C)C1=C(C)C(C)(C)OC1=O	-6%	-1%	-10%	3%	-40%	7	2.7	6%
COc1ccc(N(CC(=O)N2CCCCCC2)S(C)(=O)=O)cc1Cl	5%	10%	-8%	-4%	2%	-1	1.1	4%
COc1ccc(/C=N/NC(=O)CNc2ccc(Br)cc2)c(C(=O)O)c1OC	-8%	4%	-8%	-22%	22%	0	-2.0	1%
CCOC(=O)c1cc(OC)c2cccc(CN3CCC(C)(C(=O)NCCOC)C3)c2c1 (stereo unspecified)	5%	-3%	4%	-28%	-6%	0	-0.9	3%
COC(=O)[C@@H](NC(=O)Nc1ccc2c(c1)OCCO2)C(C)C	12%	-2%	10%	-6%	-12%	3	1.9	-9%
O=C(CN1C(=O)NC(Cc2c[nH]c3ccccc23)C1=O)NCCc1ccc(F)cc1 (stereo unspecified)	3%	1%	5%	-4%	-22%	-9	2.4	0%
CCOCCn1c(CN2CCN(CCO)CC2)nc2c1c(=O)n(C)c(=O)n2C	5%	-6%	2%	-6%	-18%	-2	-0.4	3%
COc1ccccc1C1CC(=O)Oc2cc(C)c(Br)c(C)c21 (stereo unspecified)	-7%	-12%	-1%	-11%	-20%	6	-0.6	-8%
CC(=O)N1N=C(c2cccc(NS(C)(=O)=O)c2)CC1c1ccc2c(c1)OCO2 (stereo unspecified)	9%	11%	7%	-11%	5%	0	3.4	12%
Cc1ccc(C(=O)/C=C/Nc2ccccn2)cc1	-8%	-66%[inhibitor]	4%	-6%	.	-11	0.1	-4%
COc1cccc(-c2cc(C(F)(F)F)nc(N3CCOCC3)n2)c1	-10%	0%	-7%	-15%	38%	.	-1.0	19%

Some values from above:
`COc1ccc(C(=O)CN2C(=O)c3ccccc3C2=O)cc1` in PLK1 PBD block: -2%
`N#Cc1ccccc1OCC(=O)Nc1nnc(C2CC2)s1` in WRN inhibitor: 4%

Continuation.
SMILES	EPAC1 antag	Abeta rescue	WRN inhibitor	PLK1 PBD block	FUS yeast rescue	PI5P4K alpha inh	IL2 activator	EPAC1 agonist
CC(=O)Nc1cccc(-c2ccnc3c2CC(C)(C(=O)Nc2ccccc2)O3)c1 (stereo unspecified)	-14%	-10%	-7%	-5%	12%	0	-0.4	-3%
O=C(Cc1cccc2ccccc12)NNC(=O)c1cccs1	-9%	-6%	-4%	3%	28%	0	-1.3	-3%
O=S1(=O)CC(N2CCCCC2)CN1Cc1ccc(F)cc1 (stereo unspecified)	-3%	1%	-1%	-6%	-6%	0	0.0	6%
O=C(CN1CCOC1=O)N1CCCC(Nc2ccc(F)c(F)c2)C1 (stereo unspecified)	22%	5%	1%	-5%	5%	8	-4.6	13%

Structures listed so far that contain fluorine, in the order listed:
SMILES	EPAC1 antag	Abeta rescue	WRN inhibitor	PLK1 PBD block	FUS yeast rescue	PI5P4K alpha inh	IL2 activator	EPAC1 agonist
O=[n+]1c2c(n([O-])c3cc(F)c(N4CCCC4)cc31)CCCC2	22%	-23%	?	-29%	18%	-1	3.4	42%
CC1(C)NC(=O)N(CC(=O)N2CCN(S(=O)(=O)c3ccccc3F)CC2)C1=O	-20%	1%	0%	-13%	-6%	5	0.4	-4%
COC(=O)[C@@]1(Cc2ccc(F)cc2)[C@H]2c3cc(C(=O)N(C)C)n(Cc4cc(F)cc5c4OCOC5)c3C[C@H]2CN1C(=O)c1ccccc1	-13%	6%	-8%	-7%	?	-3	-0.9	-7%
O=C(CN1C(=O)NC(Cc2c[nH]c3ccccc23)C1=O)NCCc1ccc(F)cc1 (stereo unspecified)	3%	1%	5%	-4%	-22%	-9	2.4	0%
COc1cccc(-c2cc(C(F)(F)F)nc(N3CCOCC3)n2)c1	-10%	0%	-7%	-15%	38%	.	-1.0	19%
O=S1(=O)CC(N2CCCCC2)CN1Cc1ccc(F)cc1 (stereo unspecified)	-3%	1%	-1%	-6%	-6%	0	0.0	6%
O=C(CN1CCOC1=O)N1CCCC(Nc2ccc(F)c(F)c2)C1 (stereo unspecified)	22%	5%	1%	-5%	5%	8	-4.6	13%
